# Compound activity: PubChem, National Center for Advancing Translational Sciences (NCATS)
# ATXN2 expr inh: inhibitors of ATXN2 expression; HEK-293 ATXN2-luciferase reporter, luminescence, 24 h; Potency, µM (titrated, usually from 57 µM), for inactives: top-dose activity change, negative = inhibition, most hits filed as inhibitors; hit rate 0.72% among 360,000; note: potency is the fitted concentration of half-maximal effect; % is set by controls: 0 for no effect and ±100 for the full control effect; nearly all actives have a fitted effect of over 55% in size
#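 qHTS (up to 57 uM final) was run with 24 h compound exposure of reporter cells at 37 °C. Each well was multiplexed: SteadyGlo luminescence measured ATXN2-luciferase expression after a fluorogenic Gly-Phe-AFC viability readout (25 uM final).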
# HT1080 IDH1KD tx: toxicity to HT-1080 IDH1 knockdown cells (counter line); HT-1080 IDH1 knockdown viability, ATP luminescence, 48 h; hit rate 2% among 360,000; Potency, µM (highest dose often 46.1 µM), without a hit: at the highest dose activity, negative = toxicity, hits mostly cytotoxic;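 note: potency is the fitted concentration of half-maximal effect; 0% = DMSO wells and -100% = cell-free medium wells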
#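 Cytotoxicity counter-line: IDH1KD HT-1080, 48 h, CellTiter-Glo. Curves classed by r2, magnitude and activity.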
# IL-1B inflam inh: inhibitors of inflammasome signaling (IL-1 beta secretion). THP-1 LPS/ATP IL-1B secretion, AlphaLISA, 16 h; active compounds read low. activity change, % at 57.5 µM. hit rate 4.7% among 360,000. AID 743279; in the data active = activity change below about -50%; inconclusive = mostly about -30% to -49%; note: % is set by controls: 0 for no effect and ±100 for the full control effect
#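 Secreted IL-1B measured by AlphaLISA bead assay after 16 h compound exposure of THP-1 cells; compounds (final up to 57.5 uM) added 1 h before LPS (250 ng/mL) and ATP (1.25 mM) stimulation; lower signal means less secretion.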
# HT1080-NT tox: kills 2HG-producing HT-1080-NT fibrosarcoma cells. Potency, µM (titrated, usually from 46.1 µM), inactives show at the top dose activity, negative = less viability, most hits filed as cytotoxic. hit rate 1.6% among 360,000. HT-1080-NT fibrosarcoma viability, CellTiter-Glo ATP luminescence, 48 h. AID 686970;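 note: NT is the 2HG producing partner of a matched IDH1 knockdown line; potency is the fitted concentration of half-maximal effect; 0% = DMSO-treated cells and -100% = media-only wells without cells; nearly all actives have a fitted effect of over 55% in size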
#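 750 cells/well, RPMI + 5% FBS; 2 h settle, compound pin-transfer, 48 h at 37 degrees C. CellTiter-Glo 10 min RT, luminescence. Normalized to DMSO and media-only wells.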
# WRN helicase inh: blocks human WRN helicase. Q14191. WRN helicase unwinding, fluorescent forked duplex, kinetic. Potency, µM (top dose mostly 114 µM), for the others: at the highest dose activity change, negative = inhibition, usual class: inhibitors. hit rate 0.46% among 360,000; note: potency is the fitted concentration of half-maximal effect; % is set by controls: 0 for no effect and ±100 for the full control effect; nearly all actives have a fitted effect of over 55% in size
# Target sequence (Q14191 whole entry, looked up): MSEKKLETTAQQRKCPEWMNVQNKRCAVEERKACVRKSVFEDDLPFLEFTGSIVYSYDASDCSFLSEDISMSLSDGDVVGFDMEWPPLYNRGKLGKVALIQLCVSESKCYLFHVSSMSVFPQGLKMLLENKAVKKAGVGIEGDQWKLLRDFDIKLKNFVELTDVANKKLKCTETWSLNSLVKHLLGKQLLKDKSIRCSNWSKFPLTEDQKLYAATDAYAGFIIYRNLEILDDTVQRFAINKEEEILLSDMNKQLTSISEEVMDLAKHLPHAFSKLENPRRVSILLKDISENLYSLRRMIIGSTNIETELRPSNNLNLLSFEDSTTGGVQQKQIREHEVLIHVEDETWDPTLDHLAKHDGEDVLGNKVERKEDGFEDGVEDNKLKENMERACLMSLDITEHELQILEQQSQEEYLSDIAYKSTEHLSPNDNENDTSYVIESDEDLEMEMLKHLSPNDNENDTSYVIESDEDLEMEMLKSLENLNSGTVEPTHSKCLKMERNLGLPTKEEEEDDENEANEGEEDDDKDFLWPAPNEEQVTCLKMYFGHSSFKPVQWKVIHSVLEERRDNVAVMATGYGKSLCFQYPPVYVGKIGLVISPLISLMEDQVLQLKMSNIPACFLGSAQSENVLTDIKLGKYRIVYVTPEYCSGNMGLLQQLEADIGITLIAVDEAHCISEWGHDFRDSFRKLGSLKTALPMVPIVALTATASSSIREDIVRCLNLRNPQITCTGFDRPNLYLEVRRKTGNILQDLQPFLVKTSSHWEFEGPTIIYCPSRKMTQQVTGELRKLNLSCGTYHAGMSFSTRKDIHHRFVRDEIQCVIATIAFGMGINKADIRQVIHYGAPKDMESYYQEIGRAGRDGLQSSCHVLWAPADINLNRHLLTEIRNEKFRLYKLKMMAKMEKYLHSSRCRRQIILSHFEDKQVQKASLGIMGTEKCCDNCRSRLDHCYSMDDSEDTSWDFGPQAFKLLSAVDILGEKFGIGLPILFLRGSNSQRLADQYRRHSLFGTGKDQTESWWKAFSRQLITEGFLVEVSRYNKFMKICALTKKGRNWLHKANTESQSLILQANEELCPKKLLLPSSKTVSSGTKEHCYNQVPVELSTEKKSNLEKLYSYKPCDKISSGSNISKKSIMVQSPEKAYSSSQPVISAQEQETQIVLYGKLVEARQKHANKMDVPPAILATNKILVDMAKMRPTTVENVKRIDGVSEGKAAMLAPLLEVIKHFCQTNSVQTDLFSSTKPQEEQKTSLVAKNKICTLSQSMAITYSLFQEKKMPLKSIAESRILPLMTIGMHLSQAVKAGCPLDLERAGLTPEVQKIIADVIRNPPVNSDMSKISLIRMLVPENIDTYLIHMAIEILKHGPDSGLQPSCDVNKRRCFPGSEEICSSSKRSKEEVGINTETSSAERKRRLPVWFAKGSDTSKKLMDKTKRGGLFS
#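 Kinetic fluorescence helicase assay: unwinding of a quenched forked DNA duplex (100 nM final) with 2 mM ATP final raises red fluorescence (525/598 nm). Compounds sat 15 min at room temperature with 20 nM WRN beforehand.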
# MCF10A rerep: induces DNA re-replication in MCF 10a normal breast cells | MCF 10A DNA re-replication, Hoechst nuclear intensity, 48 h | Potency, µM (titrated, usually from 46.1 µM), without a hit: top-dose activity, positive = re-replication, actives largely listed as activators | hit rate 2.9% among 350,000; note: potency is the fitted concentration of half-maximal effect; % of control where 0% means no effect; nearly all actives have a fitted effect of over 50% in size
# KB-V1 cytotox: kills drug-selected multidrug resistant KB-V1 cells. KB-V1 MDR cells viability, CellTiter-Glo, 72 h. AID 1347076. hit rate 3.4% among 400,000. Potency, µM (titrated, usually from 46.1 µM), without a hit: at the highest dose activity change, negative = cytotoxicity, hits mostly cytotoxic; note: potency is the fitted concentration of half-maximal effect; % is set by controls: 0 for no effect and ±100 for the full control effect; nearly all actives have a fitted effect of over 60% in size
#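 Drug-selected KB-V1 cells, grown in DMEM lacking phenol red with 10% FBS, receive compound titrations; after three days at 37 degrees C, surviving cell ATP is quantified by CellTiter-Glo luminescence and responses normalized and curve-fitted.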
# KB-3-1 tox: kills parental KB-3-1 adenocarcinoma cells; Potency, µM (titrated, usually from 46.1 µM), inactives show at the top dose activity change, negative = cytotoxic, usual class: cytotoxic; hit rate 1.4% among 400,000; KB-3-1 viability, CellTiter-Glo ATP luminescence, 72 h; note: potency is the fitted concentration of half-maximal effect; % is set by controls: 0 for no effect and ±100 for the full control effect; nearly all actives have a fitted effect of over 60% in size
#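 KB-3-1 parental drug-naive adenocarcinoma cells in DMEM/10% FBS, incubated 72 h at 37 C with pin-transferred compounds across a concentration series. Viability by CellTiter-Glo luminescence; concentration-response curves fitted after normalization.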
# SW480 rerep: DNA re-replication induction in SW480 cells; hit rate 1.8% among 340,000; Potency, µM (top dose mostly 46.1 µM), for inactives: at the highest dose re-replication activation, most hits filed as activators; SW480 DNA re-replication, Hoechst DNA content imaging, 48 h; AID 624297; note: potency is the fitted concentration of half-maximal effect; % of control where 0% means no effect; nearly all actives have a fitted effect of over 55% in size
#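 Compounds, transferred as 23 nL by pin tool, were incubated with cells for 48 hr; DNA content per nucleus was then quantified by Hoechst staining and fluorescence plate imaging.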
# Active calls of the source: *; u = inconclusive; x = not tested or not shown; & = joins results of further samples; [ ] = dose if it differs, or a comment. Unless noted, calls come from the whole dose curve; as a rule, active = well fitted curve in the direction sought with a large enough effect; inconclusive = small, poorly fitted or top-dose-only effect, or another doubt; inactive = no such curve, though single readings can be large; an effect the other way counts as inactive or inconclusive.
No.	Molecule	MCF10A rerep	HT1080 IDH1KD tx	WRN helicase inh	HT1080-NT tox	SW480 rerep	IL-1B inflam inh	KB-3-1 tox	KB-V1 cytotox	ATXN2 expr inh
1	O=C(c1ccc(Br)s1)N1CCN(c2ncccn2)CC1	-2%	-7%	-4%	0%[9.24 µM]	-6%	-12	0%	u	-8%
2	O=C(CN1CCCCCC1)Nc1ccccc1Oc1ccccc1	u	-1%	-32%	-19%	9%	5	-11%	u	-6%
3	Nc1nonc1-n1nnc(C(=O)N/N=C/C2CC=CCC2)c1CSc1ccccc1 (stereo unspecified)	-6%	-16%	-20%	-8%	-4%	20	-1%	8%	-1%
4	CCOC(=O)C1CCN(C(=S)NC(=O)c2cccs2)CC1	0%	12%	-7%	3%	-8%	32	5%	-1%	8%
5	O=C(COC(=O)/C=C/c1ccccc1F)Nc1nnc(-c2ccccc2)o1	1%	-19%	-10%	-13%	-74%[inhibitor]	10	1%	8%	1%
6	O=C(NCc1ccccn1)C1CCCCC1	-10%	17%	0%	18%	-4%	0	4%	8%	-6%
7	Cn1c(Cn2nnc3ccccc32)nnc1SCC(=O)N1c2ccccc2CCc2ccccc21	-3%	2%	20%	1%	11%	-13	2%	u	-15%
8	CN(C(=O)COc1ccccc1)c1nc(-c2ccc(F)cc2)cs1	-3%	10%	-3%	10%	-4%	-15	17%	u	-6%
9	Cn1c(=O)c(C(=O)CCl)c(N)n(Cc2ccccc2)c1=O	0%	-19%	-18%	-6%	4%	-95*	u	-13%	-26%
10	O=C1C2CCCN2C(=O)N1CCCCN1CCN(CCO)CC1 (stereo unspecified)	-4%	5%	-9%	1%	0%	9	3%	11%	3%
11	CCN(C(=O)COC(=O)c1cc(=O)[nH]c2ccccc12)c1c(N)n(Cc2ccccc2)c(=O)[nH]c1=O	3%	5%	-1%	5%	-14%	51	-4%	0%	7%
12	CN1C(=O)NC(c2ccccc2)C2=C1CN(CCc1ccccc1)C2=O (stereo unspecified)	0%	1%	3%	-1%	1%	-9	-1%	u	-3%
13	Cc1cc(S(=O)(=O)N2CCOCC2)ccc1OCC(=O)N1CCCC1	11%	2%	-2%	3%	-3%	7	4%	-1%	-10%
14	COc1c(OC(C)=O)ccc(/C=C/c2ccc3cccc(OCc4ccccc4)c3n2)c1[N+](=O)[O-]	7%	u	-8%	u	-2%	-50*	16µM*	u	22%
15	Cc1cccc(N(CC(=O)NCc2ccccc2)C(=O)Cn2nnc(-c3ccc(C)o3)n2)c1	-6%	-18%	-10%	1%	1%	0	21%	2.9µM*	-7%

# Exported with one line to a screen: entries from further up
1) O=C(c1ccc(Br)s1)N1CCN(c2ncccn2)CC1
2) O=C(CN1CCCCCC1)Nc1ccccc1Oc1ccccc1
3) Nc1nonc1-n1nnc(C(=O)N/N=C/C2CC=CCC2)c1CSc1ccccc1 (stereo unspecified)

Screen / compound no.	1	2	3
MCF10A rerep	-2%	u	-6%
HT1080 IDH1KD tx	-7%	-1%	-16%
WRN helicase inh	-4%	-32%	-20%
HT1080-NT tox	0%[9.24 µM]	-19%	-8%
SW480 rerep	-6%	9%	-4%
IL-1B inflam inh	-12	5	20
KB-3-1 tox	0%	-11%	-1%
KB-V1 cytotox	u	u	8%
ATXN2 expr inh	-8%	-6%	-1%

# Continued.
No.	Molecule	MCF10A rerep	HT1080 IDH1KD tx	WRN helicase inh	HT1080-NT tox	SW480 rerep	IL-1B inflam inh	KB-3-1 tox	KB-V1 cytotox	ATXN2 expr inh
16	Cc1c(NC(=O)c2cc(-c3ccc(Br)cc3)on2)c(=O)n(-c2ccccc2)n1C	-1%	-1%	-6%	11%	-7%	-17	-12%&-10%	u	-16%&-15%
17	CCOc1ccc(C(=O)N(CC)CC(=O)Nc2ccc3c(c2)OCCO3)cc1	2%	8%	-1%	7%	-3%	1	6%	2%	x
18	COc1ccc(-c2cccc(NC(=O)COc3ccc(Cl)cc3)c2)nn1	-24%	-2%	5%	-1%	-15%	13	12%	14%	-10%
19	COc1ccc(CNC(=O)CN2C(=O)NC3(CCCCCCC3)C2=O)cc1	0%	10%	-21%	3%	-1%	-4	-17%	-10%	1%
20	CC(C)COC(=O)C(C#N)c1nc2ccccc2nc1N1CCN(Cc2ccccc2)CC1 (stereo unspecified)	u	15%	-17%	9%	-6%	-12	-4%	u	-13%
21	Cc1ccc(C(=O)N2CCCC(CCC(=O)NCc3ccc(F)c(F)c3)C2)cn1 (stereo unspecified)	10%	1%	-6%	1%	9%	34	-6%	-12%	38%[activator]
22	COCCn1c(N)c(C(=O)OCc2ccccc2)c2nc3ccccc3nc21	u	-8%	-14%[57.1 µM]	-8%	u	8	23%	0%	-26%
23	CCOC(=O)C1CCN(C(c2cccnc2)c2c(NC(=O)c3ccco3)sc(C)c2C)CC1 (stereo unspecified)	u	u	-31%	-19%	u	-29	3.3µM*	2.9µM*	u
24	CCOc1ccccc1NC(=O)CSc1nc(=O)n(Cc2ccncc2)c2c1CCC2	5%	4%	3%	1%	-1%	-25	0%	14%	4%
25	O=C(COC(=O)c1ccc(F)cc1)Nc1cc(S(=O)(=O)N2CCOCC2)ccc1N1CCCC1	-3%	3%	-12%	8%	3%	25	-4%	5%	21%
26	O=C(CC(O)(c1ccccc1)C(F)(F)C(F)F)c1cccs1 (stereo unspecified)	1%	5%	3%	-4%	-21%	-12	-5%	-5%	2%
27	c1ccc(-c2ncc3ccccn23)cc1	1%	20%	0%	16%	30%	x	-3%	-4%	12%
28	CC1(C)OC(=O)C(=NNc2ccc(Cl)cc2)C(=O)O1	0%	-23%	4%	4%	-20%	-10	-5%	-3%	5%
29	COc1ccccc1NC(=O)Nc1nn(C)c2cccc(OC)c12	3%	25%	-5%	23%	-4%	-3	7%	21%	5%
30	Cc1sc2nc(C)n(/N=C/c3ccccc3)c(=O)c2c1C	8%	4%	3%	15%	-31%	17	4%	-2%	x

# The last 2 compounds of the part above are carried over, then new ones follow:
No.	Molecule	MCF10A rerep	HT1080 IDH1KD tx	WRN helicase inh	HT1080-NT tox	SW480 rerep	IL-1B inflam inh	KB-3-1 tox	KB-V1 cytotox	ATXN2 expr inh
29	COc1ccccc1NC(=O)Nc1nn(C)c2cccc(OC)c12	3%	25%	-5%	23%	-4%	-3	7%	21%	5%
30	Cc1sc2nc(C)n(/N=C/c3ccccc3)c(=O)c2c1C	8%	4%	3%	15%	-31%	17	4%	-2%	x
31	CN(C(=O)COC(=O)c1cc(Br)c(Br)s1)C1CCS(=O)(=O)C1 (stereo unspecified)	3%	14%	-9%	17%	-4%	9	-3%	28%	5%
32	Cc1cc(=O)oc2c3c(cc(OCC(=O)N4CCC[C@H]4C(=O)O)c12)OC(C)(C)CC3	3%	1%	-8%	-6%	4%	11	0%	0%	-5%
33	O=C(Cc1coc2ccc3ccccc3c12)NCc1cccs1	-2%	-12%	-21%	-4%	-1%	0	-10%	u	11%
34	COc1cc(CNCc2ccccc2)cc(Cl)c1OC	8%	-15%	-5%	-1%	0%	-23	-10%	-3%	-4%
35	COC(=O)c1ccc(N2CCOCC2)c(NC(=O)c2cccnc2)c1	-2%	7%	2%	6%	1%	38	24%	0%	1%
36	Cc1ccc(C2=NS(=O)(=O)N(C)C(C(=O)NCc3ccccc3)=C2)cc1	8%	10%	0%	16%	-12%	-10	9%	12%	-15%
37	CN(C)c1ccc(/C=N/NC(=O)c2ccccc2O)o1	0%	-7%	u	-23%	-6%	0	-1%	3%	11%
38	O=C(NCC1CCCO1)C1CCCCN1S(=O)(=O)c1ccc(F)cc1 (stereo unspecified)	u	4%	-9%	17%	-14%	14	2%	-22%	4%
39	CCCC(=O)N1CCC1(C)C(=O)NS(=O)(=O)c1cccc(F)c1 (stereo unspecified)	x	10%	2%	19%	x	0	0%	0%	5%
40	O=C(NCc1cccnc1)c1cc(S(=O)(=O)N2CCCC2)c(Cl)cc1Cl	2%	2%	-5%	1%	-4%	39	1%	u	-13%
41	O=C1CCCCc2cc(O)c(O)cc21	x	-14%	-1%	-11%	x	16	-11%	7%	x
42	COCCNc1nnc(SC(C)C(=O)Nc2c(C)n(C)n(-c3ccccc3)c2=O)s1 (stereo unspecified)	0%	9%	-25%	4%	2%	0	17%	2%	-9%
43	CC(=O)NCCc1c(C)n(Cc2ccccc2)c2ccccc12	u	-1%	-13%	-1%	-51%[inhibitor]	-15	1%	-3%	2%
44	COc1cc(C(=O)Oc2c(OC)cc(C(=S)N3CCOCC3)cc2OC)cc(OC)c1OC	-4%	7%	0%	4%	-5%	10	10%	0%	-10%

# One compound at a time, as listed above. Screens in order: MCF10A rerep, HT1080 IDH1KD tx, WRN helicase inh, HT1080-NT tox, SW480 rerep, IL-1B inflam inh, KB-3-1 tox, KB-V1 cytotox, ATXN2 expr inh
# Results for CCCC(=O)N1CCC1(C)C(=O)NS(=O)(=O)c1cccc(F)c1 (stereo unspecified) → x, 10%, 2%, 19%, x, 0, 0%, 0%, 5%
# Results for COCCNc1nnc(SC(C)C(=O)Nc2c(C)n(C)n(-c3ccccc3)c2=O)s1 (stereo unspecified) → 0%, 9%, -25%, 4%, 2%, 0, 17%, 2%, -9%
# Results for Cc1ccc(C2=NS(=O)(=O)N(C)C(C(=O)NCc3ccccc3)=C2)cc1 → 8%, 10%, 0%, 16%, -12%, -10, 9%, 12%, -15%
# Results for O=C1CCCCc2cc(O)c(O)cc21 → x, -14%, -1%, -11%, x, 16, -11%, 7%, x
